Source: PubChem BioAssay (Sanford-Burnham Center for Chemical Genomics)
NR3A LBD binder: NR3A (human) ligand-binding domain modulation | Tm shift relative to glycine control, % at 25 µM | NR3A LBD differential scanning fluorimetry, Tm shift; 0% = protein alone, 100% = glycine-bound protein | 340,000 tested, 2.5% active;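 active = melting temperature shift of at least 10% of the positive control shift, at one fixed dose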
hIAP inh: human IAP inhibition; purified IAP, CDP-Star luminescence, 30 min; inhibition, % at 10 µM; 330,000 tested, 0.12% active; AID 2544;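 active = inhibition reaching a set limit with compound at 10 µM in the primary screen, cut at about 35% in these data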;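 also: plate controls were DMSO wells with enzyme for no effect and no-enzyme buffer wells for full effect; values of inactives mirror those of a sister screen read the other way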
Target sequence (P09923 whole entry, looked up): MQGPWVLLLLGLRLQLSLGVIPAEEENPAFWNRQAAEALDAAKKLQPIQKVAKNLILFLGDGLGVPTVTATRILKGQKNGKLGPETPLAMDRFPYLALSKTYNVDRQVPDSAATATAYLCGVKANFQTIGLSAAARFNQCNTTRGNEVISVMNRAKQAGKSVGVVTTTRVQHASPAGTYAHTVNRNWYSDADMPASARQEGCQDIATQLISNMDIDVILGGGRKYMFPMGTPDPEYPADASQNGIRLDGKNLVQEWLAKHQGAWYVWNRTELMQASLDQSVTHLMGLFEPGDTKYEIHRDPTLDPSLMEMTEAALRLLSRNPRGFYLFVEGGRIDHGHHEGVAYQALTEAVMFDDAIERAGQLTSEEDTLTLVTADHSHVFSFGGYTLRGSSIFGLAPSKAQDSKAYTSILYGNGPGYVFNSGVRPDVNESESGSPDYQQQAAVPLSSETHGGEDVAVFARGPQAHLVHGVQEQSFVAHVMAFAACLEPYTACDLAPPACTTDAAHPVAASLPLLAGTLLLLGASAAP
MPTP inh: inhibitors of mitochondrial permeability transition pore. isolated mouse mitochondria, Ca2+ swelling absorbance, 30 min. inhibition, % at 10 µM. 360,000 tested, 1.4% active. AID 602449;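 active = inhibition of 50% or more, scaled per plate between neutral and stimulator controls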;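 also: 0% = DMSO wells given calcium and 100% = 1 mM EGTA wells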
mIAP inh: mouse IAP inhibition; purified mouse IAP, CDP-Star luminescence, 30 min; inhibition, % at 10 µM; 330,000 tested, 0.2% active; AID 2806;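 active = inhibition of at least 40% at 10 µM in the primary screen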;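 also: plate controls were DMSO with enzyme for no effect and no enzyme wells for full effect; values of inactives mirror those of a sister screen read the other way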
A3G deaminase: APOBEC3G (human) deaminase inhibition. Q9HC16. recombinant A3G, ssDNA deamination FAM/TAMRA fluorescence. inhibition, % at 20 µM. 330,000 tested, 0.28% active. AID 493012;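 active = inhibition of at least 40% at 20 µM, with no more than 30% in the related APOBEC3A deaminase screen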;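 also: plate controls were DMSO wells with A3G for no effect and wells lacking A3G enzyme for full effect; some compounds called inactive have numbers as strong as hits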
Target sequence (Q9HC16 whole entry, looked up): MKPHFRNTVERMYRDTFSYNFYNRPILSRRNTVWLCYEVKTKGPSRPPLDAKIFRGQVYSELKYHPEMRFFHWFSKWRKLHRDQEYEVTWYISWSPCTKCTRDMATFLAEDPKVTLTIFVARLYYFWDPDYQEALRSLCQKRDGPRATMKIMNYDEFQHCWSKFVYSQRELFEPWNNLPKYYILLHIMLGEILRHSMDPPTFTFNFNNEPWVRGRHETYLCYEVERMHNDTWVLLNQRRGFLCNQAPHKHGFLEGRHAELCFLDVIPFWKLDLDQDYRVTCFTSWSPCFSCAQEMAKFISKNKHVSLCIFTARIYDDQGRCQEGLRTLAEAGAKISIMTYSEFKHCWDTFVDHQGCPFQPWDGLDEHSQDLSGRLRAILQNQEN
mIAP act: mouse IAP activation. muIAP, CDP-Star luminescence, 30 min; hits give high values; 1 = vehicle-only enzyme signal, 0 = enzyme-free wells. activation factor at 10 µM. 330,000 tested, 0.24% active;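 active = activation factor of at least 2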; also: the source names both 10 and 20 µM as test concentration; values of inactives mirror those of a sister screen read the other way
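Assay system: mouse IAP enzyme; Reagent: CDP-Star chemiluminescent phosphatase substrate; Compound: DMSO-dissolved test compounds; Incubation: 30 min, room temperature; Technique: luminescence from enzymatic CDP-Star hydrolysis; Controls: DMSO-only wells and no-enzyme negative control.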
hIAP activ: increases human intestinal alkaline phosphatase activity; AID 2524; 330,000 tested, 0.16% active; P09923; activation factor at 10 µM; purified human IAP, CDP-Star luminescence, 30 min; hits give high values; 1 = vehicle-only enzyme, 0 = enzyme-free background;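 active = activation factor of the enzyme at least 2-fold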; also: the source names both 10 and 20 µM as test concentration; values of inactives mirror those of a sister screen read the other way
beta cell repl: MIN6 beta-cell proliferation induction; MIN6 cells proliferation, ATPlite luminescence, 48 h; cells starved in 0.2% serum; 100% = growth in 10% serum; proliferation, % at 10 µM; 330,000 tested, 0.29% active;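 active = compounds whose signal lies at least 3.5 SD above the mean of all wells on their plate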;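 also: 0% = DMSO-treated cells in low-serum medium and 100% = 10% serum control; some compounds called inactive have numbers as strong as hits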
APOBEC3A inh: blocks human APOBEC3A ssDNA deamination; recombinant A3A, FAM/TAMRA ssDNA deamination fluorescence; AID 493011; 330,000 tested, 0.41% active; inhibition, % at 20 µM;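 active = at least 40% inhibition at 20 µM here, with at most 30% in a related deaminase screen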;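 also: plate controls were A3A with DMSO for no effect and wells lacking A3A enzyme for full effect; some results filed as inactive read as strong as hits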
Target sequence (P31941 whole entry, looked up): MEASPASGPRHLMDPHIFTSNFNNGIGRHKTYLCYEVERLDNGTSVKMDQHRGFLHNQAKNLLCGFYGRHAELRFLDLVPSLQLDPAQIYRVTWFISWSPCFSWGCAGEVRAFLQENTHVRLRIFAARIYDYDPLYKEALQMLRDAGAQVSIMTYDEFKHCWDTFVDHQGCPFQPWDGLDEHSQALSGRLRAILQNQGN
* hit, by the source's call; nt = no result given.

SMILES	NR3A LBD binder	hIAP inh	MPTP inh	mIAP inh	A3G deaminase	mIAP act	hIAP activ	beta cell repl	APOBEC3A inh
COc1ccc(C(=O)NC2CC2)cc1OC1CCN(Cc2ccccc2)CC1	3.8	-17.5	0.6	-9.0	-3.9	1.09	1.18	-2.3	-3.2
CCCOc1ccc(NC(=O)C2CC(=O)N(C)C(=Nc3cccc(OC)c3)S2)cc1 (stereo not given)	-1.3	18.6	2.8	8.6	-4.1	0.914	0.814	-3.7	-1.5
C=CCn1c(SCC(=O)c2ccc(O)c(O)c2)nnc1-c1cccnc1	-0.5	13.0	6.6	57.2*	8.2	0.428	0.87	2.2	23.8
CS(=O)(=O)N(Cc1ccc(Cl)cc1)c1ccc(C(=O)N2CCN(c3ccccc3)CC2)cc1	-4.2	-20.7	6.3	-11.0	30.7	1.11	1.21	-3.3	63.6
Cc1ccccc1C(=O)N1CCC(C(=O)Nc2nccs2)CC1	1.2	-12.7	-3.8	-1.5	-2.2	1.01	1.13	-3.2	-0.5
Cc1cnc(C(=O)OCC(=O)N=c2sccn2Cc2ccccc2Cl)cn1	1.5	24.2	-0.2	-10.6	1.4	1.11	0.758	-3.9	9.8
CN1C(=O)/C(=C/c2ccc(O)c([N+](=O)[O-])c2)N(C)C1=S	0.5	20.6	-0.6	13.0	-13.8	0.87	0.794	1.9	1.0
CC(=O)Oc1ccc(C(=O)[C@H]2[C@H]3C(=O)N(c4ccccc4)C(=O)[C@H]3[C@@H]3C=CC=NN32)cc1	-8.7	-3.0	2.6	1.7	-4.6	0.983	1.03	0.0	-0.9
COc1ccccc1OCCNC(=O)Cc1ccc(Cl)c(Cl)c1	0.5	-0.4	-1.4	-5.4	-3.4	1.05	1	-2.5	0.4
C#CCNC(=O)C1=C[C@H](c2ccc(Br)cc2)C[C@H](OCCCCO)O1	-3.0	2.5	-1.0	0.8	-11.9	0.992	0.975	-0.3	-4.3
Cc1cccc(C(=O)N=c2sccn2C)c1[N+](=O)[O-]	2.2	-3.5	-0.9	4.5	-12.3	0.955	1.03	-4.0	-1.3
NC(=O)C1CCN(C(=O)c2ccc(Oc3cc(Cl)cc(Cl)c3)o2)CC1	-1.4	-23.9	0.0	-10.0	0.4	1.1	1.24	-1.6	3.0
O=C(OCCCOC(=O)c1ccc(Br)o1)c1ccc(Br)o1	-2.5	16.1	-2.5	-6.5	-5.5	1.06	0.839	3.9	0.4
Cc1cc2nc(-c3ccc(SCC(=O)Nc4ccc5c(c4)OCCO5)nc3)[nH]c2cc1C	15.3*	-8.5	0.8	4.4	-1.4	0.956	1.08	-4.5	7.6
Cc1onc(-c2ccccc2)c1C(=O)Nc1cccnc1	-0.8	8.9	0.4	11.1	-5.2	0.889	0.911	2.9	-3.5
Cc1ccc(C)n1-c1nn(S(=O)(=O)c2cccc3cccnc23)c2cccc(F)c12	-1.0	2.5	5.7	9.0	-4.4	0.91	0.975	-3.0	-2.1
CCOC(=O)c1ccc2c(c1)nc(SC/C(O)=C(\C#N)c1nc3ccccc3[nH]1)n2CC	0.6	-2.8	-2.8	8.2	12.5	0.918	1.03	-1.2	21.4
COc1ccc(CCNC(=O)C2CCCN(S(=O)(=O)c3ccccc3)C2)cc1 (stereo not given)	-3.3	10.0	-0.4	2.3	-7.2	0.977	0.9	1.1	-4.5
Cc1cc(C)nc(-n2nc(C)cc2NC(=O)CN2CCc3ccccc3C2)n1	-25.8	8.2	1.4	2.6	2.6	0.974	0.918	-2.2	-3.7
Cc1ccc(N2CC(C(=O)Nc3nccs3)CC2=O)cc1 (stereo not given)	2.8	-8.6	-2.1	-3.2	-4.9	1.03	1.09	-2.2	-1.6

Ordered by number of heavy atoms (smallest number first): some entries from above.
SMILES	NR3A LBD binder	hIAP inh	MPTP inh	mIAP inh	A3G deaminase	mIAP act	hIAP activ	beta cell repl	APOBEC3A inh
CN1C(=O)/C(=C/c2ccc(O)c([N+](=O)[O-])c2)N(C)C1=S	0.5	20.6	-0.6	13.0	-13.8	0.87	0.794	1.9	1.0
Cc1cnc(C(=O)OCC(=O)N=c2sccn2Cc2ccccc2Cl)cn1	1.5	24.2	-0.2	-10.6	1.4	1.11	0.758	-3.9	9.8
Cc1cc2nc(-c3ccc(SCC(=O)Nc4ccc5c(c4)OCCO5)nc3)[nH]c2cc1C	15.3*	-8.5	0.8	4.4	-1.4	0.956	1.08	-4.5	7.6

Next entries
SMILES	NR3A LBD binder	hIAP inh	MPTP inh	mIAP inh	A3G deaminase	mIAP act	hIAP activ	beta cell repl	APOBEC3A inh
CCCN1C(=O)/C(=N\OCC(=O)NCC(F)(F)F)c2ccccc21	-5.0	13.3	0.4	2.0	-8.1	0.98	0.867	0.0	-1.4
CCOc1ccc(/C(O)=C2/C(=O)C(=O)N(c3ncccn3)C2c2ccccc2)cc1 (stereo not given)	0.7	0.4	0.5	1.6	-0.4	0.984	0.996	-4.3	-0.9
COC(=O)Nc1ccc(S(=O)(=O)NCCO)cc1	-0.1	-2.5	-0.2	4.8	-1.2	0.952	1.02	-2.0	0.7
O=S(=O)(c1ccc(NC(=S)NCc2ccco2)cc1)N1CCCC1	-1.5	-55.1	2.5	0.9	-5.8	0.991	1.55	-0.4	-8.6
CCc1nnc(NC(=O)CSc2nnc(-c3ccc(S(=O)(=O)N4CCCC4)cc3)n2CC)s1	1.1	5.8	8.1	-1.1	-5.4	1.01	0.942	5.5	0.0
Cc1csc(=O)n1CCC(=O)OCC(=O)NNC(=O)c1ccccc1	-0.3	-4.9	-1.3	11.8	-6.3	0.882	1.05	5.1	1.1
Cc1ccccc1NC(=O)/C(=C/c1ccccc1)c1ccccc1	1.1	6.0	-0.3	7.0	-3.1	0.93	0.94	-0.1	-2.2
Cc1ccc(NC(=O)C2CSC3(C)CCC(=O)N23)cc1S(=O)(=O)N1CCOCC1 (stereo not given)	0.3	-8.8	0.5	16.1	4.0	0.839	1.09	-4.7	1.6
Cc1cc(C)n(CC2CC(=O)N(c3ccc(Cl)c(Cl)c3)C2=O)n1 (stereo not given)	-0.9	-2.2	-0.7	-12.7	-0.1	1.13	1.02	0.0	0.3
CCN(CC)CCNC(=O)c1ccc(NC(=O)C2CCN(c3ncnc4sc(C)c(C)c34)CC2)cc1	-27.4	-29.3	-0.5	-13.5	16.3	1.14	1.29	-6.7	44.3*
CCc1ccc(NC(=O)COC(=O)CC2CCCC2)cc1	0.5	-21.0	-0.7	-15.4	0.7	1.15	1.21	-1.1	1.4
CC(C)CCN1CCC(n2nccc2NC(=O)c2ccc3c(c2)OCO3)CC1	-1.0	-17.8	-1.2	1.7	-7.9	0.983	1.18	2.9	-4.0
COc1ccc(OC)c(NC(=O)C2C(C(=O)O)C3(Cl)C(Cl)=C(Cl)C2(Cl)C3(Cl)Cl)c1 (stereo not given)	-0.2	-0.9	1.1	7.7	0.3	0.923	1.01	-4.8	-0.3
COc1ccc(CCNC(=O)CCCCC(=O)NCCc2ccc(OC)c(OC)c2)cc1OC	-5.0	-3.3	0.0	3.5	-12.2	0.965	1.03	2.7	-1.3
Cc1ccc(C)c(OCCC(=O)N2CCN(S(=O)(=O)c3cc(F)ccc3F)CC2)c1	1.8	8.7	-0.2	0.3	-4.2	0.997	0.913	-1.4	20.8
Cc1cccc(N2CCN(C(=O)CCNS(=O)(=O)c3ccc4c(c3)oc(=O)n4C)CC2)c1C	-3.8	-53.8	1.6	-8.8	-4.5	1.09	1.54	-2.7	-2.8
COc1ccccc1CNC(=O)CN1C(=O)NC2(CCOc3ccccc32)C1=O (stereo not given)	-0.2	-1.9	1.7	-12.1	-6.1	1.12	1.02	-5.4	-2.9
Cc1ccc(CNC(=O)CSc2ncc(C(=O)Nc3ccccc3)c(=O)n2C)cc1	2.5	-3.5	0.1	4.9	-5.4	0.951	1.03	-3.2	1.9
Cc1ccc(S(=O)(=O)NN=C2C3CC4CC(C3)CC2C4)cc1[N+](=O)[O-]	-2.6	-1.6	-0.3	-9.9	-6.8	1.1	1.02	-2.1	0.7
O=C(N/N=C/c1sc(N2CCOCC2)nc1-c1ccccc1)c1cccc(S(=O)(=O)N2CCCC2)c1	-6.1	-3.6	-0.2	5.2	-5.0	0.948	1.04	-4.3	-7.1
O=C(COC(=O)COc1ccc(Br)cc1)NC1CCCC1	1.6	2.0	0.5	-2.2	0.7	1.02	0.98	-0.3	0.0
CC1N=C(N)C(c2nc3ccccc3n2C)=C1O (stereo not given)	-0.2	-11.7	1.9	-4.5	-2.7	1.04	1.12	-2.5	0.3
C/C(=N\NC(=O)c1cc(-c2ccc(O)cc2)nc2ccccc12)c1cccnc1	-2.6	-3.7	0.4	8.9	-5.1	0.911	1.04	-1.8	-0.4
Cc1cc(OCCOCCNCc2ccccc2)ccc1C(C)C	-5.5	3.3	4.0	-1.9	-7.0	1.02	0.967	-2.9	-3.0
Cc1cccc(C)c1NC(=O)COC(=O)c1cc(-c2cccnc2)nc2ccccc12	-5.7	24.2	2.8	1.3	-0.7	0.987	0.758	6.3	1.3
O=C(NC(=S)NNC(=O)c1ccccc1[N+](=O)[O-])c1ccc(Br)cc1	-1.4	-21.6	-1.6	19.0	5.3	0.81	1.22	-2.8	4.1
Cc1cc2nc(CSc3ccc(Cl)cc3)cc(=O)n2[nH]1	-1.6	4.8	-0.1	-4.7	-0.9	1.05	0.952	-2.9	-0.6
CC(=O)N1CCc2c(sc(NC(=O)CN3C(=O)CCC3=O)c2C(N)=O)C1	0.2	-11.0	-1.6	8.2	-7.6	0.918	1.11	-0.6	-3.6
Cc1ccc(C(=O)N/N=C\c2ccncc2)s1	-0.9	15.1	0.1	-2.3	4.7	1.02	0.849	-1.6	0.4
S=C1NCCOCCOCCOCCN1	-0.4	-10.8	0.4	-4.1	-2.8	1.04	1.11	0.7	-3.4
COc1ccc(-c2nc(Cn3c(SCc4ccccc4F)nc4ccncc43)c(C)o2)cc1	-5.0	5.3	0.2	3.4	-2.2	0.966	0.947	-1.9	-1.5
O=C(CSc1nnc(COc2ccc3c(c2)CCCC3)o1)Nc1ccc(F)cc1	-0.3	-23.1	1.9	0.5	-4.7	0.995	1.23	-1.4	0.1
COC(=O)c1ccc2nc(C)cc(Nc3ccc(N(C)C)cc3)c2c1	0.6	0.1	-0.1	2.1	-15.5	0.979	0.999	-5.1	-12.1
O=C(O)c1cccc(-c2ccc(/C=N/Nc3ccc([N+](=O)[O-])cc3)o2)c1	11.7*	11.1	8.6	14.1	-7.2	0.859	0.889	-3.6	-0.8
COCCC(=O)N1CCC(Oc2ccc(C(=O)N(C)C3CCCCC3)cc2)CC1	2.7	-15.6	-0.4	-1.0	-4.8	1.01	1.16	6.6*	0.0
C=C(C)CSc1nc2nc(C)c(Br)cc2[nH]1	nt	-22.6	10.1	12.0	11.2	0.88	1.23	-1.6	1.2

3 entries already listed, sorted by the value under mIAP act, rising:
SMILES | NR3A LBD binder | hIAP inh | MPTP inh | mIAP inh | A3G deaminase | mIAP act | hIAP activ | APOBEC3A inh
Cc1ccccc1NC(=O)/C(=C/c1ccccc1)c1ccccc1 | 1.1 | 6.0 | -0.3 | 7.0 | -3.1 | 0.93 | 0.94 | -2.2
COC(=O)Nc1ccc(S(=O)(=O)NCCO)cc1 | -0.1 | -2.5 | -0.2 | 4.8 | -1.2 | 0.952 | 1.02 | 0.7
S=C1NCCOCCOCCOCCN1 | -0.4 | -10.8 | 0.4 | -4.1 | -2.8 | 1.04 | 1.11 | -3.4

Looked up above:
mIAP inh result of COCCC(=O)N1CCC(Oc2ccc(C(=O)N(C)C3CCCCC3)cc2)CC1 stands at -1.0
A3G deaminase result of O=C(O)c1cccc(-c2ccc(/C=N/Nc3ccc([N+](=O)[O-])cc3)o2)c1 stands at -7.2
NR3A LBD binder result of COC(=O)c1ccc2nc(C)cc(Nc3ccc(N(C)C)cc3)c2c1 stands at 0.6
